# Tau fibril ThT – blocks human tau fibril formation measured by thioflavin T | P10636 | recombinant tau K18 P301L, heparin-induced fibrillization, ThT fluorescence | Potency, µM (doses to about 57.4 µM), without a hit: top-dose activity, negative = inhibition, usual class: inhibitors | 270,000 compounds, 2.1% hits | AID 1460; also: nearly all actives have a fitted effect of over 55% in size
# Target sequence (P10636 561-689 P618L limits assumed): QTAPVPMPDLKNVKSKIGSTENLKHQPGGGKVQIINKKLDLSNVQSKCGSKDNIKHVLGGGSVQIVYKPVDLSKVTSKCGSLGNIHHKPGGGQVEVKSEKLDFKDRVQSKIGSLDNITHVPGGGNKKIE
#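 ThT emission at 510 nm, taken 1 hr after adding 30 uM dye, quantifies aggregates formed when 20 uM heparin acts on human tau K18 P301L for 6 hr at 37 C.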
# L3MBTL1 block – blocks human L3MBTL1. Q9Y468. AlphaScreen L3MBTL1–H3K9me1 peptide binding. Potency, µM (doses to about 57.1 µM), inactives show top-dose activity, negative = inhibition, most hits filed as inhibitors. 230,000 compounds, 0.66% hits. AID 485360; also: nearly all actives have a fitted effect of over 60% in size
#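 Displacement of a biotinylated histone H3(1-15) peptide monomethylated at Lys9 (75 nM) from L3MBTL1 (50 nM) was measured by AlphaScreen after a 30 min room-temperature compound incubation; cefsulodin titration served as intraplate control.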
# ALDH1A1 block – ALDH1A1 (human) enzyme inhibition | Purified ALDH1A1, NADH fluorescence, propionaldehyde substrate | Potency, µM (series often up to 75.3 µM), without a hit: at the highest dose activity, negative = inhibition, most hits filed as inhibitors | 220,000 compounds, 7.3% hits | AID 1030; active = well fitted inhibition curve with a large enough effect, not every such curve was filed as active; inconclusive = small, poorly fitted or top-dose-only effect, or another doubt; inactive = no such curve, though single readings can be large or run the other way;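 also: plate controls were no enzyme wells and a reference inhibitor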
# Target sequence (P00352 whole entry, looked up): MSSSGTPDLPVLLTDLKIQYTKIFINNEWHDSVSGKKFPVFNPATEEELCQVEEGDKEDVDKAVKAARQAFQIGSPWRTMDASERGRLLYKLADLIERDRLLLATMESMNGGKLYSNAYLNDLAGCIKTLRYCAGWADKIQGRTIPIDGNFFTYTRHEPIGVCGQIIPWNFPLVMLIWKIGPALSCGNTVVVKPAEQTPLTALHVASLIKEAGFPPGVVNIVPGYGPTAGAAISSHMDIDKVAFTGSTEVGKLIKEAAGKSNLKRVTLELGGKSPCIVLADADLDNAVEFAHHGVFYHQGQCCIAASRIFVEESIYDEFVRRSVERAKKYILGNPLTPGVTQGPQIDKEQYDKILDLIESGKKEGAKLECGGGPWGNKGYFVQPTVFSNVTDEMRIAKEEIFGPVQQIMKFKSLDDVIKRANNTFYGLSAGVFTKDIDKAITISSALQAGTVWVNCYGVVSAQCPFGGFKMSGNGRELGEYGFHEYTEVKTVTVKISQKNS
# TRb SRC2 PPI – inhibitors of human thyroid hormone receptor beta-SRC2 interaction | Potency, µM (doses to about 106 µM), inactives show at the highest dose activity change, negative = inhibition, hits mostly inhibitors | AID 1469 | TRbeta-SRC2 peptide binding, fluorescence polarization; receptor liganded with 1 µM T3 | P10828 | 280,000 compounds, 0.065% hits;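 also: plate controls were bound peptide for no effect and peptide without receptor for full effect; nearly all actives have a fitted effect of over 50% in size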
# Target sequence (P10828 whole entry, looked up): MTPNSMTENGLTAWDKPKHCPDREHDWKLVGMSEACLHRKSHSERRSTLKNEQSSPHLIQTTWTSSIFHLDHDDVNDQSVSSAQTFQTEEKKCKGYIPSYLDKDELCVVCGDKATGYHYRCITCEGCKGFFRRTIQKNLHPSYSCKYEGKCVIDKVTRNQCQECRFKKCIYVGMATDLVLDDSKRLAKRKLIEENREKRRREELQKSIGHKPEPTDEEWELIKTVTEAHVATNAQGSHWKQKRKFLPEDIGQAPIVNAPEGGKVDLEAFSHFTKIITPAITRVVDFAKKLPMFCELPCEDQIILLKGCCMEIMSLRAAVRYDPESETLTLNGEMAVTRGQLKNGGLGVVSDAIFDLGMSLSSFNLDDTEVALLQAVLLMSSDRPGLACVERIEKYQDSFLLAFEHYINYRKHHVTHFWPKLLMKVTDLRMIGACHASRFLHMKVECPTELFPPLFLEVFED
#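 Each compound concentration gave % activity, normalized to unbound and bound Texas Red SRC2 controls, from polarization read after 5 hr ambient incubation with T3-loaded human TRb LBD.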
# Tau fluor cs – counter-screen for tau fibril formation inhibitors; tau K18 P301L (four-repeat tau fragment) Alexa594 fluorescence, heparin fibrillization; 280,000 compounds, 0.93% hits; AID 1463; Potency, µM (titrated, usually from 57.7 µM), without a hit: top-dose activity change, negative = decrease; also: nearly all actives have a fitted effect of over 55% in size
#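 Human K18 P301L tau (15 uM unlabeled plus 0.24 uM Alexa 594-labeled, final) in 100 mM sodium acetate pH 7 was mixed with compound and 20 uM heparin and incubated 6 hr at 37 C.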
# aGal spleen mod – inhibitors or activators of human alpha-galactosidase in spleen homogenate; Potency, µM (titrated, usually from 80 µM), for inactives: top-dose activity change, negative = inhibition, actives largely listed as inhibitors; P06280; AID 2107; 240,000 compounds, 0.008% hits; human spleen homogenate, 4MU-alpha-Gal fluorescence, 40 min;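 also: 0% = enzyme with vehicle and -100% = no enzyme basal signal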
#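 Human spleen homogenate (1 ug) as enzyme source, 4-methylumbelliferyl-alpha-D-galactopyranoside 1 mM final, citrate/phosphate pH 5.0 with 0.01% Tween-20. Compounds 40 min at 37C, NaOH/glycine stop; fluorescence Ex 365/Em 440, Hill-fit AC50.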
# Tau FP inhib – blocks human tau fibril formation measured by polarization; P10636; K18 P301L tau heparin fibrillization, Alexa594 FP, 6 h; Potency, µM (titrated, usually from 57.7 µM), for inactives: at the top dose activity, negative = inhibition, hits mostly inhibitors; 280,000 compounds, 0.39% hits; AID 1468; also: nearly all actives have a fitted effect of over 55% in size
#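 Compound effects on tau fibrillization are measured by Alexa 594 fluorescence polarization (ex 555, em 632 nm). K18 P301L tau is used at 15 uM with 0.24 uM labeled tracer, and 20 uM heparin induces aggregation over 6 hr at 37 C.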
# TR SRC2 fluor cs – alters Texas Red total fluorescence, flagging assay interference; TRb/SRC2 Texas Red total fluorescence interference; Potency, µM (titrated, usually from 106 µM), inactives show at the highest dose fluorescence change, negative = quenching; 280,000 compounds, 0.29% hits; AID 1479; active = well fitted curve in either direction with a large enough effect; inconclusive = small, poorly fitted or top-dose-only effect
#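 Human TRb ligand-binding domain at 0.6 uM with 20 nM Texas Red SRC2 peptide in Tris buffer containing 1 uM T3 and 5% DMSO, incubated with compound 5 h at ambient temperature. Total fluorescence (555/632 nm) calculated as parallel + 2 × perpendicular.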
# * = called active by the depositor; ? = inconclusive; / = not tested or not shown; [ ] = another dose, or the depositor's remark. Unless noted, calls follow the shape of the dose curve; as a rule, active = well fitted curve in the direction sought with a large enough effect; inconclusive = small, poorly fitted or top-dose-only effect, or another doubt; inactive = no such curve, though single readings can be large; an effect the other way counts as inactive or inconclusive. Unless noted, % is scaled to controls: 0 for no effect and ±100 for the full control effect; potency is read from the fitted curve at half-maximal effect.
SMILES,Tau fibril ThT,L3MBTL1 block,ALDH1A1 block,TRb SRC2 PPI,Tau fluor cs,aGal spleen mod,Tau FP inhib,TR SRC2 fluor cs
CCSc1nc2c(c(=O)[nH]1)C(c1cccs1)C(C(=O)OC)=C(C)N2 (centres undefined),-4%,-2%,-14%,3%,-3%,3%,-1%,-2%
CN1CCN(CC(C)(C)NS(=O)(=O)c2ccc(Cl)cc2)CC1,-6%,-3%,3%,0%,3%,-14%,-2%,0%
COc1ccccc1C(=O)Nc1ccc(Oc2ncnc3sc(-c4ccccc4)cc23)cc1,-5%,-1%,36%[activator],-6%,-23%,9%,-15%,6%
CCN(CC)S(=O)(=O)c1cccc(C(=O)N2CC(O)CC2C(=O)OC)c1 (centres undefined),-9%,0%,12%,-6%,-4%,-10%,-8%,0%
CC(=O)Nc1ccc(C(=O)OCC(=O)NC2CCCCCCC2)cc1,0%,/,?,3%,-8%,12%,-3%,0%
CCc1nn(CC(=O)Nc2ccc(C)cc2C)c(=O)c2cc3sccc3n12,17%,/,/,-3%,4%,/,-11%,1%
COc1cc(C2NC(=O)NC(C)=C2C(=O)OC2CCCCC2)cc(Br)c1O (centres undefined),-10%,-1%,-3%,-2%,-27%,1%,-4%,-3%
CCN1CCCC1CNC(=O)C1c2cc(OC)c(OC)cc2C(=O)N(C)C1c1cccnc1 (centres undefined),1%,2%,6%,-5%,4%,-6%,-2%,1%
O=C(Nc1ccc(OC(F)(F)F)cc1)c1ccc(S(=O)(=O)N2CCOCC2)o1,-2%,3%,9%,2%,-18%,0%,-13%,2%
Cc1occc1-c1nnc(SCc2cc(=O)n3cc(Br)ccc3n2)n1C,-6%,-7%,?,5%,1%,-11%,-6%,1%

# Looked up one by one from the list above, 7 records:
SMILES,Tau fibril ThT,L3MBTL1 block,ALDH1A1 block,TRb SRC2 PPI,Tau fluor cs,aGal spleen mod,Tau FP inhib,TR SRC2 fluor cs
CCc1nn(CC(=O)Nc2ccc(C)cc2C)c(=O)c2cc3sccc3n12,17%,/,/,-3%,4%,/,-11%,1%
CC(=O)Nc1ccc(C(=O)OCC(=O)NC2CCCCCCC2)cc1,0%,/,?,3%,-8%,12%,-3%,0%
COc1cc(C2NC(=O)NC(C)=C2C(=O)OC2CCCCC2)cc(Br)c1O (centres undefined),-10%,-1%,-3%,-2%,-27%,1%,-4%,-3%
CN1CCN(CC(C)(C)NS(=O)(=O)c2ccc(Cl)cc2)CC1,-6%,-3%,3%,0%,3%,-14%,-2%,0%
CCSc1nc2c(c(=O)[nH]1)C(c1cccs1)C(C(=O)OC)=C(C)N2 (centres undefined),-4%,-2%,-14%,3%,-3%,3%,-1%,-2%
CCN(CC)S(=O)(=O)c1cccc(C(=O)N2CC(O)CC2C(=O)OC)c1 (centres undefined),-9%,0%,12%,-6%,-4%,-10%,-8%,0%
O=C(Nc1ccc(OC(F)(F)F)cc1)c1ccc(S(=O)(=O)N2CCOCC2)o1,-2%,3%,9%,2%,-18%,0%,-13%,2%

# (more compounds)
SMILES,Tau fibril ThT,L3MBTL1 block,ALDH1A1 block,TRb SRC2 PPI,Tau fluor cs,aGal spleen mod,Tau FP inhib,TR SRC2 fluor cs
Cc1ccc(CNC(=O)CCCCn2c(=O)[nH]c3ccsc3c2=O)cc1,2%,8%,-6%,8%,-4%,9%,-2%,1%
Cc1nn(CC#N)c(=O)n1-c1ccc(Cl)cc1,3%,-4%,-3%,-6%,1%,-4%,3%,-1%
COC(=O)C/C=C\[C@@H](C)[C@@H](/C=N\O[C@@H](C)CN1CCCc2nc(C)c(C)cc21)OC,-3%[11.5 µM],/,?,3%[11.2 µM],-1%[11.6 µM],5%[17.5 µM],-5%[11.6 µM],1%[11.2 µM]
Cc1sc2ncn(CC(=O)OC(C)C)c(=O)c2c1C,-4%,/,-1%,-4%,-4%,6%,-1%,1%
Cc1ccc(-n2ncc(C(=O)NCCN3CCc4ccccc4C3)c2C2CCNCC2)cc1C,-9%,/,/,-1%,-5%,/,-5%,4%
Cc1cc(C)c(NC(=O)Nc2sc3nc4n(c(=O)c3c2C)CCC(C)CC4)c(C)c1 (centres undefined),6%,/,/,2%,?,/,?,?
Cc1ccc(Cl)cc1NC(=O)CCC(=O)Nc1cc(Cl)ccc1C,-9%,/,1%,2%,-8%,4%,0%,0%
COc1cc2c(c(OC)c1OC)C(c1ccc3c(c1)OCO3)CC(=O)O2 (centres undefined),-6%[81.4 µM],0%,?,5%,-20%[81.3 µM],-6%[119 µM],2%[81.3 µM],-4%
COc1ccccc1CCNC(=O)CCCn1c(=O)c2cccn2c2cccnc21,6%,/,/,-3%,-4%,/,-1%,0%
COc1ccccc1OCc1nc2ccccc2[nH]1,-4%,1%,-3%,-15%,7%,5%,1%,0%
O=C(COc1ccccc1)Nc1nnc(SCc2cc(=O)n3cc(Cl)ccc3n2)s1,-13%,/,/,-5%,-6%,/,-10%,-3%
O=C(Cn1cnc([N+](=O)[O-])n1)NCc1ccccc1,1%,3%,0%,-19%,-2%,17%,1%,0%
Cc1ccc(S(=O)(=O)CC(=O)N(C)C)cc1,-2%,-14%,5%,0%,2%,-3%,6%,-3%
CS(=O)(=O)c1cnc2c(-c3ccsc3)cnn2c1N,-10%,2%,8%,-2%,-1%,0%,10%,-3%
COc1ccc(N2C(=O)C3CCCN3C2c2ccccc2OC)cc1 (centres undefined),3%,/,?,-10%,0%,1%,0%,-1%
O=C(OCC(=O)N1CCc2ccccc21)c1ccccn1,1%,14%,-8%,-2%,1%,-6%,3%,-5%
O=C(Cc1ccccc1)N1CCN(C(=O)c2cccs2)CC1,-2%,3%,-4%,-4%,-1%,-6%,-1%,3%
O=C(CN1CCN(Cc2ccc(Cl)cc2)CC1)N/N=C/C=C/c1ccccc1[N+](=O)[O-],-13%,-15%,?,3%,-11%,9%,2%,0%
C[C@@H]1CN2[C@H](c3ccc(Br)cc3)[C@H](C)CC[C@H]2C(=O)O1,-1%[11.5 µM],/,?,5%[11.2 µM],-1%[11.6 µM],-12%[17.5 µM],1%[11.6 µM],-3%[11.2 µM]
COc1ccc(/C=N/NC(=O)c2cc(C(C)(C)C)[nH]n2)cc1COc1ccc(F)cc1F,-14%,/,-5%,1%,?,4%,?,-1%

# Rewritten with each value named: two of the compounds above
CS(=O)(=O)c1cnc2c(-c3ccsc3)cnn2c1N
  Tau fibril ThT: -10%	L3MBTL1 block: 2%	ALDH1A1 block: 8%	TRb SRC2 PPI: -2%	Tau fluor cs: -1%	aGal spleen mod: 0%	Tau FP inhib: 10%	TR SRC2 fluor cs: -3%
O=C(Cn1cnc([N+](=O)[O-])n1)NCc1ccccc1
  Tau fibril ThT: 1%	L3MBTL1 block: 3%	ALDH1A1 block: 0%	TRb SRC2 PPI: -19%	Tau fluor cs: -2%	aGal spleen mod: 17%	Tau FP inhib: 1%	TR SRC2 fluor cs: 0%

# (further entries)
SMILES,Tau fibril ThT,L3MBTL1 block,ALDH1A1 block,TRb SRC2 PPI,Tau fluor cs,aGal spleen mod,Tau FP inhib,TR SRC2 fluor cs
CCOC(=O)C1CCN(c2c(C(=O)c3ccccc3)cnc3ccc(Cl)cc23)CC1,-6%,/,4.5µM*,1%,0%,3%,-4%,-2%
COc1ccc(Oc2ncnc3c2oc2ccccc23)cc1,-5%,/,/,3%,-11%,/,-1%,3%
COc1ccc(S(=O)(=O)N(C(=O)c2ccncc2)c2ccc3oc4c(c3c2)CCCC4)cc1,?,-8%,-7%,-10%,-8%,-3%,12%,-3%
COc1cc(C(=O)NCC(c2cccnc2)N2CCN(C)CC2)cc(OC)c1OC (centres undefined),-1%,-7%,8%,-2%,2%,-4%,1%,-3%
COc1ccc(Cl)cc1C(=O)Nc1ccc(NC(C)=O)cc1,5%,-2%,?,7%,-7%,0%,8%,-2%
CCCn1nnnc1NCc1ccc(N2CCCC2)cc1,-11%,10%[11.4 µM],-3%,10%,-14%,-3%,2%,-1%
CCCCCn1c(CCC(=O)Oc2ccccc2OC)nc2c1c(=O)[nH]c(=O)n2CCCC,-4%,/,6%,3%,-2%,1%,4%,4%
CCN(CC)S(=O)(=O)c1ccc(OC)c(NC(=O)c2cccs2)c1,-12%,-3%,?,-4%,-9%,4%,3%[2.34 µM],12%
Cc1cccc(Nc2c(-c3ccc(N4CCOCC4)cc3)nc3ncccn23)c1,?,-1%,22%,9%,?,-1%,18%,-1%
Cc1ccc(C(=O)NCCN(C)C)cc1C,-10%,/,-2%,-2%,-11%,2%,-13%,0%
CCOC(=O)N(C)c1ccc(C(O)(C(F)(F)F)C(F)(F)F)cc1,-8%,3%[11.4 µM],12%,3%,-13%,8%,-2%,2%
C/C(N)=C(/C#N)C(=O)COC(=O)CCSc1ccccc1,-1%,3%,-5%,5%,-7%,-11%,-7%,0%
CCOC(=O)N=S(N)(=O)c1ccc(Cl)cc1 (centres undefined),-2%,/,6%,9%,3%,4%,-2%,0%
CN(CC(=O)Nc1nc2ccccc2s1)S(=O)(=O)c1ccc(Br)cc1,4%,/,-3%,1%,?,-2%,?,-4%
Cc1ccc(N=c2c([N+](=O)[O-])nn(-c3ccc(Cl)cc3)n2O)cc1C,13µM*,/,-16%,-9%,?,-3%,-3%,-3%
N#Cc1nc(Cl)c(Cl)c(NN)c1Cl,/,/,/,1%,-10%,-4%,-7%,0%
Nc1cccc(Nc2nc(OC(C(F)(F)F)C(F)(F)F)nc(OC(C(F)(F)F)C(F)(F)F)n2)c1,4%,-4%,-5%,7%,14µM*[quencher],-21%,12%,-3%
CCOC(=O)N1CCN(C2CC(=O)N(c3ccc(Cl)c(Cl)c3)C2=O)CC1 (centres undefined),-3%,-11%,14µM*,-11%,-1%,4%,9%,-3%
O=C(Cn1cnc2c(nnn2-c2ccc(F)cc2)c1=O)N1CCCc2ccccc21,1%,-2%,28µM*,-22%,-6%,7%,5%,0%
COc1cccc(-c2noc(C3CC(=O)N(c4ccc(F)cc4)C3)n2)c1OC (centres undefined),2%,/,/,-2%,6%,/,-2%,-2%
CN(C)S(=O)(=O)c1ccc(N2CCCC2)c(C(=O)Nc2ccccc2OC(F)F)c1,-3%,-5%,?,-6%,-4%,-1%,10%,0%

# High-throughput results: PubChem BioAssay, National Center for Advancing Translational Sciences (NCATS)
